# From PubChem
# mHTT CaM bind: disrupts binding of mutant huntingtin to calmodulin; P42858; AlphaScreen His-mHTT/GST-CaM binding, luminescence; inhibition, % at 15 µM; 190,000 tested, 3.6% active;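 also: 0% = both proteins with DMSO and 100% = one protein alone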
# Pf apPOL block: Pf-apPOL DNA polymerase inhibition; 210,000 tested, 0.25% active; inhibition, % at 10 µM; Recombinant Pf-apPOL, molecular beacon fluorescence, 1.5 h
# * marks the source's active call; other numbers are inactive results; x = not tested or not shown; & = joins results of further samples. Rule as the data show it: active = inhibition above about 50%; inactive = the rest. No enrichment for hits; any-hit rate near 3.5%.
SMILES,mHTT CaM bind,Pf apPOL block
Cc1cccc(OCc2noc(-c3ccccc3)n2)c1,-17,-2
CC(C)CNC(=O)C1CCN(c2cncnc2N2CCOCC2)CC1,-8,-5
COCCN1C(=O)Cc2ccccc2C1C(=O)N1CCN(c2ccccc2Cl)CC1 (stereo not given),20,-4
O=C(c1ccc2[nH]ccc2c1)N1CCCN(C2CCN(CC3CC3)C2=O)CC1 (stereo not given),42,9
Cc1cc(NC(=O)COc2ccc([N+](=O)[O-])cc2)ccc1NC(=O)c1cc2ccccc2o1,-3,-4
CCN(CC)CC(C)CNC(=O)c1cnn2c(C)c(Cc3ccccc3)c(C)nc12 (stereo not given),9,-12
CCn1nccc1C(=O)N1CCC(c2nc3cccnc3n2CCOC)C1 (stereo not given),-4,-6
O=S(=O)(C=Cc1ccccc1)N1CCCC(c2nnc(C(F)(F)F)o2)C1 (stereo not given),-10,-5
Nc1ccc(Br)cn1,-2,-4&-2&-12
Cc1ccc(S(=O)(=O)N2CCN(c3nc(-c4ccccc4)cs3)CC2)cc1,-3,3
O=C(Nc1ccccc1F)C1CCCN(S(=O)(=O)c2ccc(Br)s2)C1 (stereo not given),2,3
O=C(C1CCN(c2nc3cccnc3s2)CC1)N1CCN(c2ccccc2)CC1,8,-5
COc1cccc2cc(-c3cc(=O)oc4ccc(OC(=O)C5CC5)cc34)oc12,-2,0
Cc1cc(C)n(CC(=O)N2CCCN(C3CCN(Cc4ccccc4)C3=O)CC2)n1 (stereo not given),7,0
Cc1cccc2nc(CSc3ncc(C#N)c(N)n3)cc(=O)n12,10,5
COc1ccc(S(=O)(=O)Oc2ccc(N=Cc3cc(Br)ccc3OC)cc2)cc1,-9,x
COc1ccc2c(Cl)c(C(=O)O)sc2c1,3,-8
CCOc1ccc(NC(=O)C2CCc3nc(N4CCN(C(C)=O)CC4)sc3C2)cc1 (stereo not given),15,-8
CN(C)c1cc(N=C2CCCN2c2ccccc2)c2ccccc2n1,24,-6
COc1ccc(-c2c(C)oc3cc(OC(=O)c4ccc5c(c4)OCO5)ccc3c2=O)cc1,3,-4
C[N+]1(CC[N+]2(C)CCCCC2)CCCCC1,-4,x
CCSC1=C(C#N)C(Cc2ccccc2)C2=C(CCCC2=O)N1 (stereo not given),-12,-5
COc1ccc(NC(=O)C2CCCN(c3nccc4sccc34)C2)cc1 (stereo not given),33,-3
COCOCCn1cc(CN2CCS(=O)(=O)N(Cc3ccc(-c4ccccc4)cc3)C(C)C2=O)nn1 (stereo not given),59*,6
CC(=O)N1CCc2cc(NC(=O)CSc3nnc4ccccn34)ccc21,-8,-2

# (continued)
SMILES,mHTT CaM bind,Pf apPOL block
COc1ccc(C2Nc3ccccc3C(=O)N2c2ccccc2)cc1COc1ccccn1 (stereo not given),1,2
Cc1snnc1C(=O)Oc1ccccc1-c1nnco1,x,21
CC1(C)CC(=O)C2=C(C1)NC1=C(C(=O)c3ccccc31)C2c1ccc(Br)cc1 (stereo not given),60*,-11
FC(F)(F)c1nnc2ccc(N3CCCCCC3)nn12,2,x
Oc1ccccc1CN1CCCN(Cc2ccccc2O)C1,6,-12
CCOc1ccc(N2C(=O)C(N3C(=O)c4ccccc4C3=O)C2c2ccc(F)cc2)cc1 (stereo not given),12,0
Cc1ccc(C(=O)/C=C/C=C/C=C/N(C)C)o1,74*,-4
CC(=O)N1CCc2cc(Br)cc(S(=O)(=O)CCC(=O)Nc3ccccc3C)c21,5,-5
OCCNc1cc(-n2cccn2)ncn1,-3,-12
Cn1cnc2ccc(-c3noc(Cc4ccccc4Cl)n3)cc21,25,-1
CCOc1ccc(C=C(C#N)C(=O)N2CCOCC2)cc1,x,-7
Cc1ccc(-n2c(SCC(N)=O)nc3c(c2=O)SCC3)cc1,-13,-1
C=CCSc1c(CCCC)cnc2c1c(=O)n(C)c(=O)n2C,-17,-2
Cc1ccc(NC(=O)c2ccc([N+](=O)[O-])cc2Cl)nc1,1,-3
COc1ccc(CN2C(=O)c3ccccc3CC2(C)C(=O)NCc2ccccc2OC)cc1 (stereo not given),0,-3
Cc1c(C(=O)N2CCc3ccccc3C2)sc2nc(-c3ccccc3)cn12,18,3
CCCCOC(=O)COc1cc(C)cc2oc(=O)cc(-c3ccccc3)c12,-10,-10
COc1cc(OC)c(OC)cc1/C=C1/N=C(c2ccc(C)c(C)c2)OC1=O,13,-4
Cc1cccc(N2CCN(Cc3nc[nH]c3C)CC2)c1C,2,-3
Cc1nc2c(C(=O)N3CCOCC3)cnn2c(C)c1Cc1c(F)cccc1Cl,4,-8
Cc1nc2scc(C)n2c(=O)c1NC(=O)Cc1cccc(F)c1,-5,1
Cc1ccc(-c2c(C(=O)N3CCCCC3)oc(=O)c3ccccc23)cc1,-1,0
COc1ccc(CCC(=O)NCc2ccncc2)cc1,-2,1
O=C(Nc1cccc(Br)c1)C1CCN(C(=O)c2ccccc2Cl)CC1,-1,-1
Cc1ccc(C(=O)NCCn2ccc3ccccc32)cc1C,-3,10

# Single records, as listed above:
# CC1(C)CC(=O)C2=C(C1)NC1=C(C(=O)c3ccccc31)C2c1ccc(Br)cc1 (stereo not given) across the screens: mHTT CaM bind = 60*; Pf apPOL block = -11
# Cc1nc2c(C(=O)N3CCOCC3)cnn2c(C)c1Cc1c(F)cccc1Cl across the screens: mHTT CaM bind = 4; Pf apPOL block = -8

# The listing continues.
SMILES,mHTT CaM bind,Pf apPOL block
NC(=O)CN(c1ccc(Br)cc1)S(=O)(=O)c1ccccc1,3,-2
CCOC(=O)COc1ccc2c(c1)OC(=Cc1ccc(Br)cc1)C2=O,2,-4
COc1nccnc1N1CCC(NC(=O)c2n[nH]c3ccccc23)C1 (stereo not given),8,-6
CCC(C(=O)N1CCC(c2nc(C(=O)N3CCCCC3)c(C)o2)CC1)c1ccccc1 (stereo not given),20,-4
O=c1[nH]cnc2scc(-c3ccccc3Cl)c12,-15,-3
COc1ccc(C2=N/C(=C\c3cccc([N+](=O)[O-])c3)C(=O)O2)cc1Br,-5,-7
CCCCCc1ccc(-c2cn(Cc3ccc(C(=O)c4ccccc4)cc3)nn2)cc1,-3,-3
CCn1c(SCC(=O)Nc2ccc([N+](=O)[O-])cc2)nc2c(c1=O)SC(C)C2 (stereo not given),10,-4
Cc1n[nH]c(C)c1Sc1nc2ccccc2s1,x,-2
O=C(CCc1conc1-c1ccc(F)cc1)NCC1CCCO1 (stereo not given),-3,-3
COc1ccc(C2/C=C\CN(C(=O)C3CCCCC3)[C@@H](Cc3ccccc3)C(=O)N2Cc2ccc(F)cc2)cc1 (stereo not given in full),10,-4
O=C(CSc1nnc(CNC(=O)c2c(F)cccc2Cl)o1)NCC1CCCO1 (stereo not given),1,2
Cc1ccc(C2CC(c3ccc(Br)cc3)n3nnnc3N2)cc1 (stereo not given),33,-9
CN(C)c1ccc(C(=O)N2CCCC(COc3cccc(C(=O)NC4CC4)c3)C2)cc1 (stereo not given),14,-2
COc1ccc(-n2cccc2/C=C2\C(=O)NC(=O)N(c3ccc(F)cc3)C2=O)cc1,1,2
O=C(C[n+]1cccc(NC(=O)c2ccccc2)c1)c1ccc(NC(=O)c2ccccc2)cc1,16,-3
Cc1ccccc1N1CCN(C(=O)CN2CCc3ccccc3C2C(=O)N2CCCC2)CC1 (stereo not given),25,-4
Cc1ccccc1C1CCCN1C(=O)c1ccn(C)n1 (stereo not given),-3,1
O=C1c2ccccc2NC(c2cccc(C(F)(F)F)c2)N1c1ccccc1 (stereo not given),-16,-8
COc1ccc(OC)c(C2=C/C(=C\c3ccc(Br)cc3)C(=O)O2)c1,-20,2
CNC(=O)N(C)Cc1ccc(C)s1,-4,0
O=C(Nc1c2c(nn1-c1ccccc1)CSC2)c1cccc(Br)c1,48,-2
COc1ccccc1-c1nc(C2CCN(C(=O)c3cc(F)ccc3Cl)CC2)no1,7,-6
CC(O)(C#CCN1CCOCC1)c1ccccc1 (stereo not given),10,-10
Cc1ccc2nc(-c3ccc(-c4ccccn4)s3)cn2c1,x,-2

# (continued)
SMILES,mHTT CaM bind,Pf apPOL block
CC(=O)N(c1nc(-c2cc3cc(Br)ccc3oc2=O)cs1)c1ccccc1F,-1,15
Cc1oc(C2CCN(C(=O)NC3CCCC3)CC2)nc1C(=O)N1CCCC1,-4,1
Cc1csc(-c2ccc(N3CCN(C(=O)c4ccc(C)c(C)c4)CC3)nc2)n1,0,-6
Cc1ccc2nc(N3CCC(C)CC3)c(C=O)c(=O)n2c1,6,-6
Cc1ccc(C(=O)N2CCc3[nH]cnc3C23CCCC3)c(C)c1,-5,-1
CC1(C)Cc2c(sc(N3C(=O)C4CC=C(Cl)CC4C3=O)c2C#N)CO1 (stereo not given),5,-1
Cc1ccc(CN2C(=O)NC3(CCCN(C(=O)c4ccc(C#N)cc4)C3)C2=O)cc1 (stereo not given),-1,-2
CCc1cc2c(=O)c(-c3ccc4c(c3)OCCCO4)coc2cc1OCC(=O)c1ccccc1,-2,-1
COc1cc(N2CN=c3s/c(=C\C=C\c4ccccc4)c(=O)n3C2)cc(OC)c1OC,55*,-6
Cn1c(=O)[nH]c(=O)c2c1nc(N1CCCC1)n2CC(O)CO (stereo not given),-1,-7
Cn1ncc(N2CCCC(C(=O)N3CCCC3)C2)cc1=O (stereo not given),-2,-3
Cc1cc([N+](=O)[O-])nn1CC(=O)Nc1ccc2c(c1)OCO2,0,0
COc1ccc(C2CC(=O)C3=C(C2)Nc2ccccc2NC3c2ccsc2)cc1OC (stereo not given),17,-1
O=C(CN1CCC2(CC1)N=C(c1ccc(F)cc1)C(=O)N2)Nc1ccc(F)c(F)c1,-5,-7
O=C(c1ccccc1)c1ccc(OCCCn2ccnc2)cc1,4,-8
CCOc1ccc(C(=O)Nc2sc3c(c2C(=O)NC)CCCC3)cc1,-1,-4
c1ccc2c(C34CC5CC(C3)CC(c3cccc6ccccc36)(C5)C4)cccc2c1,0,-9
COc1ccc([N+](=O)[O-])cc1NC(=O)c1sc2ncn(Cc3cccc(F)c3)c(=O)c2c1C,17,-6
COc1ccc(/C=C(\C#N)c2nc3ccccc3n2C)c(OC)c1,13,2
Clc1ccc(OCCSc2ncnc3nc[nH]c23)cc1,18,2
CNC(=O)c1cc(Nc2nnc(-c3ccc(O)cc3)c3ccccc23)ccc1OC,19,-15
CN1CCN(CC(=O)Nc2ccccc2Oc2ccccc2)CC1,x,-3&3
COc1cc(NC(=O)NC2CCCC(O)C2)cc(OC)c1OC (stereo not given),-4,-6
Cc1ccc(S(=O)(=O)ON=C2C=CC(=O)C=C2)cc1,40,-2
O=C(NC1CCCCC1)N1CCC(CCNS(=O)(=O)c2cccc(Cl)c2)CC1,1,4

# A second format for 24 compounds above:
Structure	mHTT CaM bind	Pf apPOL block
CC(=O)N(c1nc(-c2cc3cc(Br)ccc3oc2=O)cs1)c1ccccc1F	-1	15
Cc1oc(C2CCN(C(=O)NC3CCCC3)CC2)nc1C(=O)N1CCCC1	-4	1
Cc1csc(-c2ccc(N3CCN(C(=O)c4ccc(C)c(C)c4)CC3)nc2)n1	0	-6
Cc1ccc2nc(N3CCC(C)CC3)c(C=O)c(=O)n2c1	6	-6
Cc1ccc(C(=O)N2CCc3[nH]cnc3C23CCCC3)c(C)c1	-5	-1
CC1(C)Cc2c(sc(N3C(=O)C4CC=C(Cl)CC4C3=O)c2C#N)CO1 (stereo not given)	5	-1
Cc1ccc(CN2C(=O)NC3(CCCN(C(=O)c4ccc(C#N)cc4)C3)C2=O)cc1 (stereo not given)	-1	-2
CCc1cc2c(=O)c(-c3ccc4c(c3)OCCCO4)coc2cc1OCC(=O)c1ccccc1	-2	-1
COc1cc(N2CN=c3s/c(=C\C=C\c4ccccc4)c(=O)n3C2)cc(OC)c1OC	55*	-6
Cn1c(=O)[nH]c(=O)c2c1nc(N1CCCC1)n2CC(O)CO (stereo not given)	-1	-7
Cn1ncc(N2CCCC(C(=O)N3CCCC3)C2)cc1=O (stereo not given)	-2	-3
Cc1cc([N+](=O)[O-])nn1CC(=O)Nc1ccc2c(c1)OCO2	0	0
COc1ccc(C2CC(=O)C3=C(C2)Nc2ccccc2NC3c2ccsc2)cc1OC (stereo not given)	17	-1
O=C(CN1CCC2(CC1)N=C(c1ccc(F)cc1)C(=O)N2)Nc1ccc(F)c(F)c1	-5	-7
O=C(c1ccccc1)c1ccc(OCCCn2ccnc2)cc1	4	-8
CCOc1ccc(C(=O)Nc2sc3c(c2C(=O)NC)CCCC3)cc1	-1	-4
c1ccc2c(C34CC5CC(C3)CC(c3cccc6ccccc36)(C5)C4)cccc2c1	0	-9
COc1ccc([N+](=O)[O-])cc1NC(=O)c1sc2ncn(Cc3cccc(F)c3)c(=O)c2c1C	17	-6
COc1ccc(/C=C(\C#N)c2nc3ccccc3n2C)c(OC)c1	13	2
Clc1ccc(OCCSc2ncnc3nc[nH]c23)cc1	18	2
CNC(=O)c1cc(Nc2nnc(-c3ccc(O)cc3)c3ccccc23)ccc1OC	19	-15
CN1CCN(CC(=O)Nc2ccccc2Oc2ccccc2)CC1	x	-3&3
COc1cc(NC(=O)NC2CCCC(O)C2)cc(OC)c1OC (stereo not given)	-4	-6
Cc1ccc(S(=O)(=O)ON=C2C=CC(=O)C=C2)cc1	40	-2

# Going on with the list.
SMILES,mHTT CaM bind,Pf apPOL block
O=C1CC(N2CCOCC2)C(=O)N1c1cccc(Br)c1 (stereo not given),-6,-6
Cc1ccc(CN2CC34C=CC(O3)C(C(=O)NCc3cccnc3)C4C2=O)cc1 (stereo not given),-9,4
Cc1cccc(N2C(=O)CSC2c2cc3c(cc2[N+](=O)[O-])OCO3)c1 (stereo not given),17,-6
Cc1cc(C)n(CCNS(C)(=O)=O)n1,-16,-8
CC1(C)CC(=O)C(C=Nc2ccc(Cl)c(Cl)c2)=C(O)C1,6,0
O=C(O)CC(C(=O)Nc1ccc(I)cc1)C1CCCO1 (stereo not given),-8,3
O=S(=O)(c1ccc(Br)cc1F)N1CC[C@H](O)C1,-6,-4
O=c1c(Cl)c(-n2cccn2)cnn1-c1ccc(Cl)cc1Cl,x,-15
CCC(=O)NCc1nc2c(n1C)CN(S(=O)(=O)c1ccc(F)c(C)c1)CC2,14,-4
Cc1cccc(NC(=O)C(Cc2ccccc2)N2C(=O)C3C4C=CC(C4)C3C2=O)c1 (stereo not given),1,-4
Cc1ccc(C)c(NC(=O)Nc2ccc3c(c2)N(S(C)(=O)=O)CC3)c1,-5,-1
